Screening results from PubChem BioAssay.
T cell modulator – modulates CD8 T cell binding to vesicles; 330,000 tested, 0.068% active; AID 2052; calls only at 7 µM; 2C CD8+ T cell-vesicle binding, flow cytometry; hits give low values;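 active = response, share of CD8 T cells binding vesicles, and their 90th percentile fluorescence all below set limits, cut at about 80% in these data, passing the limit was not always enough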
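Assay system – 2C mouse CD8+ T cells · Also added – QL9-loaded Drosophila micro-vesicles · Timing – Cell–vesicle co-incubation 1.5 h at 37 °C, staining 20 min on ice · Signal – flow cytometry of vesicle-bound cells · Measure – percent CD8+ FL2 mean versus row control · Controls – Peptide-free naked vesicles (low) and QL9 vesicles with 0.7% DMSO vehicle (high)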
Autophagy mod – alters autophagy in cells. calls only at 10 µM (by protocol). 190,000 tested, 0.98% active. AID 463193. MEF GFP-LC3 puncta imaging; test concentration mostly 10 µM;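 active = percentage of spot-positive cells more than 3 SD above its plate mean, without a fluorescence outlier flag or 80% toxicity; inconclusive = no clear call, values can overlap the other calls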;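 also: spot-positive cell cutoff set from DMSO-treated cells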
b-catenin transl – modulators of beta-catenin nuclear translocation; HeLa beta-catenin nuclear translocation, immunofluorescence imaging; nuclear translocation activity, % at 5 µM; 190,000 tested, 0.3% active;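 active = nuclear translocation activity above 50% at 5 µM, with a well cell count of 50 or more; inconclusive = wells under 50 cells across six images, flagged as toxic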;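 also: per-cell ratio of nuclear to cytoplasmic median beta-catenin stain intensity; plate controls were DMSO negative control for no effect and GSK-3 inhibitor IX positive control for full effect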
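Technique: fluorescence imaging of beta-catenin antibody stain plus DAPI / Material: human HeLa cell line / Incubation: compound treatment 24 h, 37°C, 5% CO2 / Read-out basis: % activation of per-cell nuclear versus cytoplasmic median beta-catenin signal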
human PMI inhibition – MPI enzyme activity inhibition – biochemical, fluorescence intensity, coupled assay, primary screen (AID 1209); purified PMI enzyme, coupled fluorescence intensity; higher % means a stronger effect; one-dose inhibition, % at 20 µM; IC50 in µM for titrated hits; 190,000 tested, 0.42% active;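 also: plate controls were DMSO vehicle for no effect and wells lacking substrate for full effect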
human PMI inhibitors – human PMI inhibitors, high substrate, primary screen, biochemical, fluorescence intensity, high mannose 6-phosphate (AID 1220); one-dose inhibition, % at 20 µM; IC50 in µM for titrated hits; 190,000 tested, 0.66% active; recombinant PMI enzyme, coupled fluorescence intensity; higher % means a stronger effect
Hep lipid drop – modulators of hepatic lipid droplet formation. inhibition, % at 6.5 µM. 240,000 tested, 0.4% active. AML12 mouse hepatocytes, oleate lipid droplets, BODIPY imaging. AID 1656;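 active = lipid droplet intensity inhibited by at least 50%, with more than 500 cells counted; inconclusive = wells with under 300 cells, treated as cytotoxic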
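Assay system: AML12 hepatocytes (mouse) / Also added: 100 µM oleic acid challenge / Times: overnight treatment with compound plus oleate / Detection: high-content imaging of BODIPY-stained droplets and DAPI nuclei / Evaluation: % inhibition of lipid droplet signal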
MT stabilize HCS – stabilizes microtubules in HeLa cells. HeLa tubulin immunostaining HCS, 24 h; share of cells brighter than vehicle mean+2SD. % tubulin-high responders, % at 10 µM. 200,000 tested, 0.83% active. AID 2205;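 active = plate Z-score above 3 for both tubulin-high and condensed-nucleus cell shares, with cell loss under 80%, at 10 µM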;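 also: anti alpha tubulin signal scored within the nucleus-defined area of each cell; some results filed as inactive read as strong as hits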
Insulin prom up – MIN6 insulin promoter up-regulation. z-score at 5 µM. MIN6 insulin promoter-GFP reporter, high-content imaging; hits give high values. AID 1625. 190,000 tested, 0.3% active;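 active = z-score above 3 at 5 µM with at least 500 cells counted in the well; inconclusive = wells under 500 cells, flagged as cytotoxic or low count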
TNAP activators – human TNAP enzyme activators, primary screen, biochemical, luminescent, no phosphate acceptor, uHTS (AID 1001). purified TNAP, luminescent activation assay, no phosphate acceptor; higher activation fold means a stronger effect. activation fold at 20 µM; hits with a dose series show EC50 in µM. 200,000 tested, 0.03% active; in the data active = activation fold from about 3, or a potency from the dose series; inactive = the rest, 99 in 100 with activation fold below about 1.6; also: many of its hits are not listed in these tables
Insulin prom up cell count – recorded beside Insulin prom up, whose call it bears; cell count; measured here: cytotoxicity, nuclei count;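 total cells summed across four imaged fields per well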
Hep lipid drop cells 6.5 µM – second read-out of Hep lipid drop, no call of its own (marks repeat the call); cell count; measured here: cell count, cytotoxicity flag;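 cells counted across two imaged fields per well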
b-catenin transl cell count 5 µM – further read-out of b-catenin transl, marked with its call; cell count; measured here: cell count, cytotoxicity flag
T cell modulator vesicle-bound % – second read-out of T cell modulator, no call of its own (marks repeat the call); double positive events, %; measured here: CD8+ vesicle-bound cell fraction;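 binding gate set so that unloaded-vesicle control wells show 10% double positive cells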
MT stabilize HCS Hoechst-high % – also measured in MT stabilize HCS; calls as there; % Hoechst-high responders; measured here: nuclear condensation Hoechst responders;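 share of cells brighter than vehicle mean plus two SD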
MT stabilize HCS cytotoxicity % – second read-out of MT stabilize HCS, no call of its own (marks repeat the call); toxicity, %; measured here: cytotoxicity by cell density;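 0% = mean cell density of plate MIN control wells and 100% = no cells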
Autophagy mod cell loss 18 h – further read-out of Autophagy mod, marked with its call; toxicity, %; measured here: cell loss, nuclei count;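 cell loss after 18 h compound exposure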
Active calls of the source: *; i = inactive; ? = inconclusive; nt = no result given. Rule as the data show it, unless noted: active = inhibition above about 50%; inactive = the rest. Compounds as they come; overall some 2.9% were active at least once.

SMILES	T cell modulator	T cell modulator vesicle-bound %	Autophagy mod	Autophagy mod cell loss 18 h	b-catenin transl	b-catenin transl cell count 5 µM	human PMI inhibition	human PMI inhibitors	Hep lipid drop	Hep lipid drop cells 6.5 µM	MT stabilize HCS	MT stabilize HCS Hoechst-high %	MT stabilize HCS cytotoxicity %	Insulin prom up	Insulin prom up cell count	TNAP activators
O=C1Nc2ccc([N+](=O)[O-])cc2OC1CCN1CCN(Cc2ccc3c(c2)OCO3)CC1 (stereo not given)	i	51	i	-8	-2.9	1094	5%	2%	6	650	3.3	3.3	7.7	0.58	1504	1
O=C(Cc1ccc(Br)cc1)c1ccc(O)cc1O	i	25	i	-2	0.2	1405	18%	6%	nt	nt	1.8	1.6	4.8	0.58	1485	1.1
CCN(CC)S(=O)(=O)c1ccc2oc(C(=O)NCc3ccc(C)cc3)c(C)c2c1	i	3	i	-3	-4.0	1291	19%	19%	3	770	0.9	1.2	7.0	-1.9	610	1.1
COc1ccc(CN(C)CC(=O)Nc2ccc(Cl)cc2F)c(OC)c1	i	47	nt	nt	1.1	1317	nt	nt	-12	726	nt	nt	nt	0.48	1319	nt
O=C(O)CC(NC(=O)c1cccc([N+](=O)[O-])c1)c1ccc2c(c1)OCO2 (stereo not given)	i	42	i	14	0.1	1120	-19%	-13%	9	697	4.3	2.7	2.8	-0.73	1278	1.1
COc1ccccc1-n1c(=O)c2c3c(sc2n2c(=S)[nH]nc12)CCC3	i	25	i	26	0.8	1479	0%	-4%	0	712	2.9	2.6	6.9	nt	nt	0.9
O=c1[nH]ncc(NCc2ccc(Cl)cc2)c1Cl	i	41	i	0	1.1	1418	5%	7%	9	708	2.3	2.0	4.4	-0.65	1402	1.1
COc1ccc(NC(=S)NC(C)Cc2cccs2)cc1 (stereo not given)	i	58	i	-1	2.8	858	0%	4%	5	691	3.2	3.1	6.7	0.62	1218	1
CN(CCOc1ccccc1)Cc1nc2cc(Cl)ccc2c(=O)[nH]1	i	48	i	-1	-0.4	1075	4%	2%	-3	667	2.8	2.7	7.4	-0.07	1550	1.3
Cn1c(SCC(=O)N2CCOCC2)nnc1-c1ccc2ncccc2c1	i	16	nt	nt	0.1	1322	nt	nt	27	703	nt	nt	nt	-0.07	992	nt
CC1Cc2cc(C3(O)C(=O)c4ccccc4C3=O)ccc2N1 (stereo not given)	i	36	i	-1	-2.7	803	-1%	5%	nt	nt	2.4	2.3	8.5	1.6	1097	1.1
CCN1CCCC1CNC(=O)c1ccc(N2CCCC2=O)cc1 (stereo not given)	i	31	i	-14	-5.1	942	1%	-4%	nt	nt	6.9	2.6	22	-0.17	1576	1.2
COc1ccc(-n2nc3cc(C)c(NC(=O)C(C)C)cc3n2)cc1	nt	nt	i	0	-3.6	993	-6%	-9%	nt	nt	5.4	2.3	7.8	0.47	1280	1.1
CC(C)C(NC(=O)c1ccc(C(C)(C)C)cc1)C(=O)NC1=NCCS1 (stereo not given)	i	22	i	-10	0.7	1172	4%	6%	17	826	1.4	1.5	5.2	nt	nt	1
CCCCNC(=O)C(=O)N/N=C/c1cccc(Br)c1	i	45	i	-12	-3.8	528	-6%	-7%	25	656	3.2	1.2	7.1	-0.31	1300	1
S=C(NCCc1ccccc1)N1CCn2cccc2C1c1cccnc1 (stereo not given)	i	9	i	-3	-1.3	1094	-4%	6%	-16	682	2.3	2.1	6.0	-1.1	1179	1.1
CC1CCCCC1NC(=O)CSc1ccsc1[N+](=O)[O-] (stereo not given)	nt	nt	i	23	-0.4	844	4%	6%	-3	663	2.8	1.1	6.4	nt	nt	1
COc1ccc(CCNC(=O)C(C(=O)c2ccccc2)n2cc(Cl)ccc2=O)cc1OC (stereo not given)	i	28	i	1	-2.1	1066	4%	21%	-1	620	2.2	2.3	4.3	-0.51	1512	1.1
CC(C)CN1CCNC(=O)C1CC(=O)NCCCN1CCCc2ccccc21 (stereo not given)	i	38	i	4	0.1	1575	-25%	15%	1	649	2.3	1.4	4.4	0.78	1453	1.1
CCCCOC(=O)CCCc1ccc([N+](=O)[O-])cc1[N+](=O)[O-]	i	21	i	-2	-3.2	1183	6%	8%	-12	691	4.2	3.1	4.6	2.5	990	1

Continued, starting with the last two of the part before.
SMILES	T cell modulator	T cell modulator vesicle-bound %	Autophagy mod	Autophagy mod cell loss 18 h	b-catenin transl	b-catenin transl cell count 5 µM	human PMI inhibition	human PMI inhibitors	Hep lipid drop	Hep lipid drop cells 6.5 µM	MT stabilize HCS	MT stabilize HCS Hoechst-high %	MT stabilize HCS cytotoxicity %	Insulin prom up	Insulin prom up cell count	TNAP activators
CC(C)CN1CCNC(=O)C1CC(=O)NCCCN1CCCc2ccccc21 (stereo not given)	i	38	i	4	0.1	1575	-25%	15%	1	649	2.3	1.4	4.4	0.78	1453	1.1
CCCCOC(=O)CCCc1ccc([N+](=O)[O-])cc1[N+](=O)[O-]	i	21	i	-2	-3.2	1183	6%	8%	-12	691	4.2	3.1	4.6	2.5	990	1
COc1ccc(-c2nc(CS(=O)CC(=O)NCc3ccco3)c(C)o2)cc1 (stereo not given)	i	16	i	6	-0.6	1106	-1%	-1%	nt	nt	7.8	4.1	6.0	0.68	1042	1.1
O=[N+]([O-])c1ccc2c(c1)c1ccccc1n2CCO	i	26	nt	nt	-0.2	1222	nt	nt	12	722	nt	nt	nt	-0.18	1005	nt
CC(C)CCN(C(=O)CNC(=O)c1cccs1)C(C(=O)NC1CCCCC1)c1cccnc1 (stereo not given)	i	19	nt	nt	0.6	1363	nt	nt	4	685	nt	nt	nt	-1.1	1001	nt
CCOCCCNC(=S)Nc1cc(OCC)c(NC(=O)c2ccco2)cc1OCC	i	40	i	0	2.6	1064	14%	44%	7	737	2.0	2.3	8.7	-0.17	1434	1
COc1cc(Cn2cnnn2)ccc1O	i	31	i	-6	-0.3	1385	-1%	-2%	nt	nt	4.0	3.3	6.1	-0.65	1595	1.1
Cc1cc(C)n2nc3nc(N4CCCC4)nc(-c4ccccc4)c3c2n1	i	26	i	-6	0.8	1058	12%	12%	33	795	4.0	1.8	4.1	-1.2	1208	1
O=C(NCCCN1CCOCC1)c1cc2ccccc2o1	i	16	i	23	-0.3	1195	5%	3%	-3	805	1.9	1.7	5.3	0.16	963	1.1
O=C(Nc1ccccc1)NC1CCN(Cc2nnnn2C2CCCCC2)CC1	i	39	i	12	-4.4	887	7%	10%	nt	nt	3.6	2.3	5.6	0.25	987	1.2
Cc1ccc(NC(=O)CN(C)S(=O)(=O)c2cccc3nsnc23)cc1C	i	38	i	4	-5.0	873	0%	-1%	nt	nt	4.2	2.6	8.2	0.43	1422	1.1
Cc1ccccc1CSc1nnc(-c2cccnc2)n1N	i	23	i	12	-4.2	1115	6%	1%	3	684	4.9	3.9	8.4	-0.19	851	1.1
COc1ccc(N2C(=O)CC2(/C=C/c2ccccc2OC)C(=O)NC2CCCC2)cc1 (stereo not given)	i	24	i	-10	2.7	517	13%	13%	27	711	6.0	1.6	3.0	nt	nt	1
COC(=O)c1cn(-c2nc(C)c3c(n2)CCC3)nn1	i	57	i	3	-3.1	1093	4%	7%	0	705	2.9	2.1	5.2	0.28	1140	1
COCCCNCCOCCOc1ccc(C)cc1[N+](=O)[O-]	i	29	i	4	-2.3	1390	5%	4%	nt	nt	2.2	1.3	7.2	1.1	1214	1.1
Cn1c(=O)n(CCN2CCOCC2)c(=O)c2c1nc1n2CCCN1c1ccccc1	nt	nt	nt	nt	-1.4	561	-9%	0%	nt	nt	nt	nt	nt	0.71	1002	1.1
COc1ccc(NS(=O)(=O)c2cccc(C(=O)N/N=C(\C)c3ccncc3)c2)cc1	i	51	i	-15	nt	nt	-2%	-6%	-5	716	1.3	4.3	6.3	0.54	1307	1
CC1CC(=O)C2=C(C1)Nc1ccccc1N=C2 (stereo not given)	i	54	i	-5	nt	nt	-2%	3%	1	729	1.1	1.3	3.8	-0.33	947	1.2
Cc1ccc(C(=O)NCc2ccco2)cc1[N+](=O)[O-]	i	30	i	19	-2.4	1105	8%	9%	4	611	2.5	1.1	2.2	0.09	1820	1
CCOC(=O)Cc1nnc2c(Nc3ccccc3F)nc3nonc3n12	i	22	i	0	nt	nt	13%	10%	-9	694	3.9	2.8	0.9	-0.23	1192	1.1
COc1ccccc1NCCC(=O)OCC(=O)NC1CCCC(C)C1C (stereo not given)	i	50	i	-4	-1.8	941	6%	17%	4	681	2.0	3.1	8.5	0.39	1330	1.1
Cc1ccc(C(=O)N2CCN(c3ccccn3)CC2)cc1	i	25	i	0	-2.7	1076	-4%	0%	1	638	3.2	2.6	8.3	-0.54	1662	1.1
O=C(COc1ncnc2ccccc12)NCCc1ccccc1	i	30	i	7	-2.5	1126	-4%	0%	6	689	2.1	1.8	8.9	-0.07	1180	1
COC(=O)C1=C(NC(=O)c2cccc(OC)c2)CCS1	i	4	i	-7	-2.1	1453	-2%	-3%	nt	nt	5.0	3.1	3.2	-0.44	1578	1.1
O=C(COC(=O)Cc1ccccc1[N+](=O)[O-])NCc1ccccc1Cl	i	60	i	17	0.9	561	-7%	-4%	-3	723	2.7	3.8	6.6	?	nt	1.1
COC(=O)/C=C/C(=O)NCc1ccco1	i	17	i	17	-2.0	1482	7%	5%	nt	nt	3.3	1.7	2.0	0.73	1542	1.1
NNC(=O)C1CC(O)CN1S(=O)(=O)c1ccc(Cl)cc1 (stereo not given)	i	19	i	-3	-3.2	1071	-2%	-3%	5	634	4.5	3.2	11	0.22	1664	1.2
Cc1ccc(CN2CCN(CC(=O)NCCCN3CCN(c4ccc(F)cc4)CC3)C2=O)cc1	i	14	i	20	2.9	1325	7%	14%	nt	nt	3.3	1.1	2.4	?	nt	1.1
